Assay outcomes: PubChem BioAssay, several laboratories
Mtb BioA inh: M. tuberculosis BioA enzyme inhibitors, primary screen, biochemical, plate reader, single point, HTS; 7,8-diaminopelargonic acid synthase BioA (Mycobacterium tuberculosis); purified M. tuberculosis BioA enzyme; 360,000 compounds, 0.096% hits; inhibition, % at 9.99 µM; in the data active = inhibition above about 40%; inconclusive = no clear call, values can overlap the other calls
BoNT-F LC inh: BoNT/F light chain protease inhibitors, primary screen, biochemical, flow cytometry, MLPCN library; Botulinum neurotoxin type F light chain protease (Clostridium botulinum); Multiplex microsphere protease cleavage assay; inhibition, % at 10 µM; 360,000 compounds, 0.22% hits; in the data active = inhibition above about 35%, passing the limit was not always enough; inconclusive = no clear call, values can overlap the other calls; note: plate controls were buffer without enzyme for full effect and enzyme alone for no effect
FadD28 FP inh: inhibitors of FadD28 bisubstrate probe binding, primary screen, biochemical, fluorescence polarization, single point; Mycobacterium tuberculosis FadD28 fatty-acid-AMP ligase; inhibition, % at 12.5 µM; 360,000 compounds, 0.22% hits; in the data active = inhibition above about 8.5%, passing the limit was not always enough; inconclusive = no clear call, values can overlap the other calls
Mtb FBA inh: Mtb FBA enzyme inhibitors, primary screen, biochemical, fluorescence, strain H37Rv | Fructose-bisphosphate aldolase (Mycobacterium tuberculosis (strain ATCC 25618 / H37Rv)), … | purified M. tuberculosis FBA, fluorescence read-out | inhibition, % at 1 µM | 360,000 compounds, 2.3% hits | AID 588726, 2011; in the data active = inhibition above about 27%;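 note: 0% = vehicle and 100% = reference inhibitor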
Target sequence (P9WQA3 whole entry, looked up): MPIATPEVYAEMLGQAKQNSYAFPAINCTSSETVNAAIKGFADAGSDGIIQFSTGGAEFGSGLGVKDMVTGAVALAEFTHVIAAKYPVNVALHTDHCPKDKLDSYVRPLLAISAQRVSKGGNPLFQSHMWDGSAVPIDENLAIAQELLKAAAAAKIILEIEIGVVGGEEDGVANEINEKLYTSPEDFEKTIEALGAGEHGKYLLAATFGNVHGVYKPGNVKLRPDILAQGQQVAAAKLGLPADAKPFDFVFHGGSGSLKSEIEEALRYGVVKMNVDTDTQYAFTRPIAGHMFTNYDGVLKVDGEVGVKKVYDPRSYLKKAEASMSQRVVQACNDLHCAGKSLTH
GDH-TPI counter: GDH-TPI coupling enzyme inhibitors, primary screen, artefact control for M. tuberculosis FBA inhibitor project, biochemical, absorbance, full deck | inhibition, % at 4.8 µM | 360,000 compounds, 1.2% hits | AID 588335, 2011 | GDH-TPI coupled enzyme counterscreen, NADH absorbance; in the data active = inhibition above about 30%;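 note: 0% = DMSO wells and 100% = wells lacking the enzyme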
MazEF act: activators of E. coli MazEF toxin-antitoxin RNase, primary screen, biochemical, fluorescence, uHTS. FAM/BHQ RNA-DNA oligo cleavage fluorescence, 5 h. AID 504720, 2011. 350,000 compounds, 0.32% hits. activation, % at 20 µM; in the data active = activation above about 50%
Target sequence (P0AE70 whole entry, looked up): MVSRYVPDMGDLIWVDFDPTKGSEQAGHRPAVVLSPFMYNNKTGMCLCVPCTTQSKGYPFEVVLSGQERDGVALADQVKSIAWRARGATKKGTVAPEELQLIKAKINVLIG
PrPC TRFRET: inhibitors of human cell surface prion protein PrPC, primary screen, cell-based, TR-FRET. inhibition, % at 13.8 µM. TR-FRET read-out. Major prion protein (Homo sapiens), P04156. 370,000 compounds, 0.43% hits; in the data active = inhibition above about 24%; note: 0% = median of the test wells and 100% = reference compound wells
UGM FP inh: M. tuberculosis UGM enzyme inhibitors, primary screen, biochemical, fluorescence polarization, single point | UDP-galactopyranose mutase (Mycobacterium tuberculosis (strain ATCC 25618 / H37Rv)), … | purified UGM, fluorescence polarization probe displacement | inhibition, % at 10 µM | 320,000 compounds, 0.06% hits | AID 504406, 2011; in the data active = inhibition above about 10%, passing the limit was not always enough; inconclusive = no clear call, values can overlap the other calls
Target sequence (P9WIQ1 whole entry, looked up): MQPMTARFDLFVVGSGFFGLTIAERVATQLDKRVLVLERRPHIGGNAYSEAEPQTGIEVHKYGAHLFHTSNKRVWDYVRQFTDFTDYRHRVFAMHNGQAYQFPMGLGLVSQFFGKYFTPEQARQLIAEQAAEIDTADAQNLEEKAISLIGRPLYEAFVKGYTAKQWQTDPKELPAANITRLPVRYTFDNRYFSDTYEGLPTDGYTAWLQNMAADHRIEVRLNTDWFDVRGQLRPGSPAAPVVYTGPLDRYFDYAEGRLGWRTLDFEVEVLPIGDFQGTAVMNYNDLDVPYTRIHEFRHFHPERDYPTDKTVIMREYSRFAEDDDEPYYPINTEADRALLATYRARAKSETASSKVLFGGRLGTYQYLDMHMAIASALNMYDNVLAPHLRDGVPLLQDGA
Rv3671c inh: Rv3671c serine protease inhibitors, primary screen, biochemical, fluorescence polarization, M. tuberculosis H37Rv; P9WHR9; inhibition, % at 5.96 µM; 320,000 compounds, 0.048% hits; AID 2606, 2010; in the data active = inhibition above about 38%;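 note: extracellular domain of Rv3671c used as enzyme; 0% = enzyme with DMSO and 100% = no enzyme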
An asterisk follows results filed as active; ? = inconclusive; / = not tested or not shown. This is a random part of the collection; about 4.8% have a hit in one of these screens.

SMILES | Mtb BioA inh | BoNT-F LC inh | FadD28 FP inh | Mtb FBA inh | GDH-TPI counter | MazEF act | PrPC TRFRET | UGM FP inh | Rv3671c inh
Cc1[nH]nc(NCCO)c1[N+](=O)[O-] | 0.3 | 2 | -3.0 | 0 | 3 | -4 | -2 | 2.8 | 4
Cc1nn(C)c(C)c1CNC(=O)c1nn2c(c1Cl)NC(c1cccs1)CC2C(F)(F)F (stereo not given) | 0.5 | 5 | -1.4 | 2 | 3 | -4 | 13 | -0.6 | 4
CN(C)CC(=O)c1c(N)n(Cc2ccccc2)c(=O)n(C)c1=O | / | -3 | -3.7 | 2 | -1 | 9 | -6 | 3.0 | -4
CCOC(=O)c1cc(-c2ccccc2C)n(CC2CC(c3cccc([N+](=O)[O-])c3)=NO2)n1 (stereo not given) | 2.6 | -4 | -0.5 | 0 | 1 | 9 | -3 | 2.1 | 8
COc1ccc(C)cc1NS(=O)(=O)c1ccc(Cl)nc1 | -1.3 | 6 | -2.9 | 0 | 6 | -1 | 5 | -0.6 | 2
Cc1cc(C)c(OCC(=O)OC(C)C(=O)NC2CC2)c(C)c1 (stereo not given) | 1.3 | -2 | -1.6 | -5 | 1 | 4 | -4 | 2.8 | -9
CCOC(=O)C1(C)CCCN1C(=O)c1ccc(Cl)nc1 (stereo not given) | -0.4 | 1 | -1.0 | 1 | 0 | / | -7 | / | /
Cn1c(=O)oc2cc(S(=O)(=O)NCCC(=O)NC3CCCc4ccccc43)ccc21 (stereo not given) | -1.5 | -2 | -3.3 | -2 | -13 | 3 | -6 | 2.1 | 3
COc1ccc2c(c1)C1NC(=S)NC(C)(O2)C1C(=O)Nc1ccc(C)cc1C (stereo not given) | / | 40* | -1.6 | 2 | 5 | 0 | -4 | 0.7 | -8
O=C(CCC(=O)Nc1ccc(Oc2ccccc2)cc1)NCCO | 1.5 | ? | -2.2 | 0 | -5 | -10 | 5 | 0.6 | 6

Brought forward from above: 3 entries, then new ones.
SMILES | Mtb BioA inh | BoNT-F LC inh | FadD28 FP inh | Mtb FBA inh | GDH-TPI counter | MazEF act | PrPC TRFRET | UGM FP inh | Rv3671c inh
Cn1c(=O)oc2cc(S(=O)(=O)NCCC(=O)NC3CCCc4ccccc43)ccc21 (stereo not given) | -1.5 | -2 | -3.3 | -2 | -13 | 3 | -6 | 2.1 | 3
COc1ccc2c(c1)C1NC(=S)NC(C)(O2)C1C(=O)Nc1ccc(C)cc1C (stereo not given) | / | 40* | -1.6 | 2 | 5 | 0 | -4 | 0.7 | -8
O=C(CCC(=O)Nc1ccc(Oc2ccccc2)cc1)NCCO | 1.5 | ? | -2.2 | 0 | -5 | -10 | 5 | 0.6 | 6
O=C(Nc1ccccc1)c1ccc(-c2ccc(Br)cc2)o1 | / | -8 | -0.9 | 5 | 6 | -2 | 23 | 1.3 | -26
O=C(c1ccc(-c2ccccc2)cc1)N1CCN(c2ccc3c(c2)C2CC3CCN2C(=O)OCc2ccccc2)CC1 (stereo not given) | 3.8 | -5 | -0.9 | 0 | / | / | -8 | / | /
CC1CCC2(CC1)NC(=O)N(CC(=O)Nc1sc3c(c1C(N)=O)CCC3)C2=O (stereo not given) | / | -1 | 3.7 | 6 | -8 | -1 | 4 | 0.4 | 5
O=C(OCC(=O)N1CCc2ccccc21)c1c2c(nc3ccccc13)CCCCC2 | / | -5 | 0.7 | 0 | 11 | -4 | 8 | 2.7 | -39
CN(C(=O)c1cccc(NC(=O)Cc2ccc(NC(=O)C3CCN(C(=O)C4CCCC4)CC3)cc2)c1)C1CCC1 | -0.3 | 3 | -2.5 | -1 | 9 | 1 | 0 | / | /
C=CCn1c(N)c(-c2nc3ccccc3n2C)sc1=S | / | 1 | -3.4 | -2 | 6 | 1 | -7 | 3.9 | 1
O=C(Nc1cccc(-c2cn3ccccc3n2)c1)c1cc2ccccc2oc1=O | -2.9 | -4 | -3.8 | 0 | 15 | 16 | -4 | 3.0 | -16
Cn1cnnc1SCC(=O)NCCC1=CCCCC1 | 0.1 | -2 | / | 0 | 1 | 5 | 1 | 0.5 | 4
O=C(CSc1nnc(-c2ccncc2)n1Cc1ccco1)Nc1nc(-c2ccccc2)cs1 | -0.2 | ? | -2.4 | -2 | -7 | 15 | 3 | 2.2 | -24
O=C1CCCC(O)=C1C1NCCc2ccccc21 (stereo not given) | / | 0 | -2.1 | -2 | -1 | 3 | -4 | -3.9 | 6
Nn1c(COc2ccccc2F)nnc1SCC(=O)NC1CCCC1 | 0.5 | / | 0.3 | 2 | 6 | -6 | 2 | 5.3 | 3
CC1CC1C(=O)Nc1nc(-c2cccs2)c(-c2cccs2)s1 (stereo not given) | / | -3 | 4.4 | 1 | -2 | 9 | 25* | 0.4 | -7
CCOc1ccc(S(=O)(=O)NCCC(=O)NCCCSc2ccccc2)cc1 | / | ? | 1.0 | 0 | 4 | 0 | -4 | 1.3 | 6
CC1Nc2ncnc(N3CCc4ccccc4C3)c2N(Cc2ccc(Cl)cc2)C1=O (stereo not given) | -0.7 | -8 | -5.2 | -2 | 0 | -25 | / | -1.9 | -19
Clc1ccc(Cl)c(OCc2cc(-c3ccccc3Cl)on2)c1 | -1.4 | 0 | -1.0 | 0 | 13 | -13 | -1 | -2.0 | -3
CCN(CC)S(=O)(=O)c1cccc(-c2n[nH]c(=S)n2C)c1 | / | 2 | 0.2 | 2 | 10 | -25 | -4 | 0.1 | 0
Cc1c(CC(=O)NCCCO)c(=O)oc2cc3c(cc12)CCC(C)(C)O3 | -1.3 | -9 | -0.9 | 183* | 22 | 1 | 3 | -0.4 | 5
Cc1ccc(S(=O)(=O)NCCc2ccccc2)cc1 | 1.1 | -9 | -1.2 | 1 | 8 | -2 | -5 | -3.2 | 14
COc1cc(/C=C(\C#N)c2nnc(N3CCOCC3)n2-c2ccccc2)ccc1O | / | -2 | 0.1 | -16 | 17 | -2 | -18 | 0.6 | -9
CCN(CC)S(=O)(=O)c1ccc(C(=O)NC(=S)N(CCC#N)Cc2cccnc2)cc1 | 1.9 | 4 | -2.6 | -1 | -5 | 7 | 3 | -2.0 | -1
Cc1ccnc(N2CCC(C(=O)Nc3ccc4c(c3)OCCO4)CC2)n1 | / | -1 | -1.9 | 0 | -3 | 7 | 3 | -0.4 | -1
Nc1ccc(-c2cnc(-c3ccc(N)cc3)nc2)cc1 | -1.2 | -9 | -2.9 | -6 | 67* | -3 | 6 | 0.1 | 7
O=C(NNc1ccccc1F)C1CCC1 | / | 3 | -1.6 | -1 | 3 | 5 | 3 | -0.7 | 8
O=C(NCc1nc(-c2ccccc2)no1)Nc1ccc(F)cc1 | / | -4 | 0.8 | 0 | 12 | -2 | -3 | 1.5 | -5
O=C(Nc1cc(Sc2ccccn2)cc([N+](=O)[O-])c1)c1cccc(Cl)c1 | 0.2 | -3 | -3.0 | 0 | 0 | 76* | -7 | 0.0 | -86
O=C(c1cc2nc(-c3ccccc3)cc(-c3ccccc3)n2n1)N1CCN(C(=O)c2ccco2)CC1 | 1.8 | 2 | -6.9 | 17 | 13 | -5 | 1 | -2.8 | -20
NC1=NC(=Nc2cccc(Cl)c2)c2ccccc21 | / | -7 | -1.5 | -4 | 4 | -4 | 1 | 1.0 | 2
CCc1ccc(NC(=O)CN(CC(=O)Nc2ccc(CC)cc2)CC(C)O)cc1 (stereo not given) | 0.3 | -1 | -3.7 | -2 | 9 | 5 | 4 | -1.8 | 0
CN(C)S(=O)(=O)c1ccc(C(=O)OCC(=O)c2csc(N3CCCCC3)n2)cc1 | 0.7 | ? | -0.4 | -1 | 18 | -10 | 5 | -1.9 | 6
O=C(Nc1ccc(C(=O)N2CCCCC2)cc1)C1CCCCC1 | 0.3 | 6 | 0.2 | 13 | 1 | 5 | 2 | 0.3 | 2
Cn1nnnc1SCC(=O)NCc1cc([N+](=O)[O-])ccc1O | / | -9 | 0.1 | -7 | 9 | -30 | 1 | -0.2 | -4
CCNC(=O)O/N=C(\C)c1sc(-c2ccccc2)nc1C | 1.2 | ? | -1.1 | 4 | 14 | 2 | -12 | 1.3 | 0
O=C(CNC(=O)c1ccc(Br)cc1)OCC(=O)c1ccccc1 | -1.8 | 10 | -1.1 | 1 | -10 | 2 | 3 | -2.5 | /
CC(C)(C)NC(=O)NC(=O)COC(=O)c1cccc(OC(F)F)c1 | 0.2 | -3 | -3.5 | 6 | -4 | 4 | 7 | -0.5 | 9
COc1ccc(COCC(O)CN2CCCCC2)cc1OC (stereo not given) | -0.6 | 4 | -0.4 | 1 | 1 | -1 | -5 | -0.1 | -9
CCN(CC)CCNCc1ccc(OCc2ccc(Cl)nc2)c(OC)c1 | / | -6 | -3.3 | -1 | 3 | 4 | -3 | -0.1 | -7
COC(=O)CN1C(=S)N(c2ccc(OC)cc2)C(=O)/C1=C/c1ccc(OC)cc1 | / | -10 | -2.6 | -2 | 19 | -1 | 5 | 1.4 | -2
Cc1c(CCC(=O)N[C@@H](C)C(=O)O)c(=O)oc2cc3occ(-c4ccccc4)c3cc12 | 1.0 | -30 | -5.0 | 14 | 5 | -8 | -3 | 3.7 | -9
CN(C)c1ccc(NC(=O)CSc2nc3ccccc3c(=O)n2C2CCCCC2)cc1 | 1.1 | -12 | 0.5 | -3 | -4 | 12 | 5 | 7.0 | 5
Cc1cccc2cc(C#N)c(NCCNS(=O)(=O)c3ccc4c(c3)OCCO4)nc12 | -2.8 | -56 | -8.9 | 47* | 16 | -10 | 3 | -0.4 | -12

Compound profiles, as listed above.
CCN(CC)CCNCc1ccc(OCc2ccc(Cl)nc2)c(OC)c1 as listed: Mtb BioA inh = /; BoNT-F LC inh = -6; FadD28 FP inh = -3.3; Mtb FBA inh = -1; GDH-TPI counter = 3; MazEF act = 4; PrPC TRFRET = -3; UGM FP inh = -0.1; Rv3671c inh = -7
Cc1c(CCC(=O)N[C@@H](C)C(=O)O)c(=O)oc2cc3occ(-c4ccccc4)c3cc12 as listed: Mtb BioA inh = 1.0; BoNT-F LC inh = -30; FadD28 FP inh = -5.0; Mtb FBA inh = 14; GDH-TPI counter = 5; MazEF act = -8; PrPC TRFRET = -3; UGM FP inh = 3.7; Rv3671c inh = -9

Additional records follow.
SMILES | Mtb BioA inh | BoNT-F LC inh | FadD28 FP inh | Mtb FBA inh | GDH-TPI counter | MazEF act | PrPC TRFRET | UGM FP inh | Rv3671c inh
O=C(OCC(=O)N1CCC(Cc2ccccc2)CC1)c1ccccc1 | / | 2 | -3.0 | 1 | -2 | 0 | -6 | / | 1
Cc1cc(C)c(C)c(Cn2c(CO)nc3ccccc32)c1C | -2.6 | -1 | -1.3 | 3 | -5 | -3 | 7 | 2.9 | -2
O=c1c2c(nc3nc(COc4ccccc4)[nH]n13)CCC2 | 0.2 | 5 | -3.3 | 2 | -2 | 0 | 1 | 2.3 | 5
Cc1c(Cl)cccc1NC(=O)Cn1cnc(S(=O)(=O)N2CCCC2)c1 | -1.2 | 1 | -4.2 | -3 | -7 | -5 | / | -2.3 | 1
CC(Sc1nnc(NC2CCCCC2)s1)C(=O)Nc1ccc2c(c1)C(=O)c1ccccc1C2=O (stereo not given) | -0.3 | -9 | -1.9 | -3 | 6 | 10 | -4 | 0.1 | -6
COc1ccccc1CN1CCN(Cc2ccco2)CC1 | -0.5 | 8 | -3.0 | 2 | -6 | 11 | 3 | -0.3 | -24
CCN(CCO)C(=O)CC1C(=O)NCCN1Cc1c(F)cccc1Cl (stereo not given) | -0.8 | -1 | -2.0 | -1 | 2 | 6 | 3 | 1.2 | 4
O=C(COc1ccc(-n2cnnn2)cc1)NC1CCCCC1 | / | -8 | -0.8 | -3 | 5 | 6 | 1 | 0.0 | 1
